Screening results from PubChem.
IP6K1 inhibitor – IP6K1 kinase inhibition; Q92551; IP6K1 kinase, ADP-Glo luminescence, 2 h; stronger effect = lower value; activity change, % (series mostly up to about 58 µM); actives 0.81% (n = 140,000); AID 1645851; in the data active = activity change below about -25%
Target sequence (Q92551 whole entry, looked up): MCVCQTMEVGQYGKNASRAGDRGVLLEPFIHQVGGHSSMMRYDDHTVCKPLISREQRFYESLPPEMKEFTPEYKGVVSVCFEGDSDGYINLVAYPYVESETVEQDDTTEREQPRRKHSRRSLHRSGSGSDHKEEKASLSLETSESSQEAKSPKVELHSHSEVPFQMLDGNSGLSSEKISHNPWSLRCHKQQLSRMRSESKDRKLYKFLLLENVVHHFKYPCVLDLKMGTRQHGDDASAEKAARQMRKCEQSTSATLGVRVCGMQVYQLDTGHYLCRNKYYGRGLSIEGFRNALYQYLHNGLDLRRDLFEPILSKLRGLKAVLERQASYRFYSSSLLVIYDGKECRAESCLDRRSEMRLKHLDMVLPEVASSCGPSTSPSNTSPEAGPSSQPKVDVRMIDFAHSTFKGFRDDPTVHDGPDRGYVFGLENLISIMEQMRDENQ
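ADP-Glo luminescence measures ADP made by human IP6K1 during a 2 h RT reaction with ATP/IP6 (mix at 1.3 mM/130 uM); top library doses 57.5 and 19.1 uM final.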
Luciferase inh – Photinus pyralis luciferase inhibition | P08659 | purified P. pyralis luciferase, luminescence, biochemical | Potency, µM (series often up to 115 µM), without a hit: at the highest dose activity change, negative = inhibition, hits mostly inhibitors | actives 2.5% (n = 76,000) | AID 1347043; note: potency is the fitted concentration of half-maximal effect; nearly all actives have a fitted effect of over 65% in size
Target sequence (P08659 whole entry, looked up): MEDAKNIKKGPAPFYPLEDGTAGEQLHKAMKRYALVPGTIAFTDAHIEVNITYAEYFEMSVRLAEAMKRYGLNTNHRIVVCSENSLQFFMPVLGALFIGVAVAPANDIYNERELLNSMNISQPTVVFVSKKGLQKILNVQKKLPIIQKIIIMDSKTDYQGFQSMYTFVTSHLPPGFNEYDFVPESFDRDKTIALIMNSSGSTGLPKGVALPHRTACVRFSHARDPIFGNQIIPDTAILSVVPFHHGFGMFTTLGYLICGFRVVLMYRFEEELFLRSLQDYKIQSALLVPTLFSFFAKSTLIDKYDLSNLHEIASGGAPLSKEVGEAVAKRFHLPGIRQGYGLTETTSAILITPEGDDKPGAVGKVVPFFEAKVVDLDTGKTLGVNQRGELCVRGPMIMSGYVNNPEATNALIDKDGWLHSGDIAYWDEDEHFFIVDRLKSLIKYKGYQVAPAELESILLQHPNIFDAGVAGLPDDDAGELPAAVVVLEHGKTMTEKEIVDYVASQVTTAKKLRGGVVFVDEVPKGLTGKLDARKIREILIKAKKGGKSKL
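Luminescence read by CCD imager after adding enzyme (10nM final) to wells holding compound, titrated in qHTS. Substrates 10uM each D-luciferin and ATP; buffer 50mM Tris acetate pH 7.5, 10mM Mg acetate, Tween-20, BSA.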
GPT2 inh – blocks human glutamate pyruvate transaminase 2 | AID 1671188 | actives 0.25% (n = 100,000) | Recombinant GPT2, coupled pyruvate oxidase/HRP Amplex Red fluorescence | Potency, µM (series often up to 57.7 µM), for inactives: at the top dose activity change, negative = inhibition, hits mostly inhibitors; note: potency is the fitted concentration of half-maximal effect; nearly all actives have a fitted effect of over 60% in size; many of its hits are not listed in these tables
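Recombinant GPT2 (10ng/uL) with 250uM a-KG and 2mM L-alanine, 30 min at room temperature, in HEPES pH 7.5 buffer. Pyruvate detected by pyruvate oxidase/HRP/Amplex Red fluorescence after 30 min in the dark; AOA (50uM) as positive control.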
HEK293 tox – HEK 293 cell cytotoxicity. HEK 293 viability, ATP luminescence (CellTiter-Glo), 48-72 h. Potency, µM (doses to about 115 µM), without a hit: at the highest dose activity change, negative = cytotoxicity, hits mostly inhibitors. actives 6.6% (n = 94,000); note: potency is the fitted concentration of half-maximal effect; nearly all actives have a fitted effect of over 60% in size
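Viability of HEK 293 cells, plated at 250 cells/well, was judged by cellular ATP after compound treatment for 48 or 72 hr. Luminescence was imaged 10 min after CellTiter-Glo addition at room temperature.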
3T3 cytotox – kills NIH 3T3 cells | NIH 3T3 viability, CellTiter-Glo ATP luminescence, 48-72 h | Potency, µM (doses to about 96.7 µM), inactives show at the top dose activity change, negative = cytotoxicity, hits mostly inhibitors | actives 4.3% (n = 94,000) | AID 1345082; note: potency is the fitted concentration of half-maximal effect; nearly all actives have a fitted effect of over 55% in size
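ATP-dependent luminescence (CellTiter-Glo) served as the viability signal for NIH 3T3 cells treated with compound for 48 or 72 hr at 37 °C.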
HEK293 viab – reduces viability of HEK-293 SNCA reporter cells; actives 0.12% (n = 150,000); HEK-293-SNCA-luc viability, GF-AFC fluorescence, 24 h; AID 1671193; Potency, µM (top dose mostly 57.1 µM), for the others: top-dose activity change, negative = cytotoxicity, usual class: cytotoxic;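 note: potency is the fitted concentration of half-maximal effect; 0% = DMSO-treated cells and -100% = medium-only wells without cells; nearly all actives have a fitted effect of over 30% in size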
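Cytotoxicity counterscreen: after 24 h compound treatment of genome-edited SNCA-luciferase HEK-293 cells, live-cell protease substrate GF-AFC read by fluorescence after 30 min; activity scaled between DMSO (0%) and medium-only (-100%), curves Hill-fitted.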
SNCA expr inh – SNCA gene expression inhibition | HEK-293 SNCA-luciferase knock-in, luminescence, 24 h | Potency, µM (titrated, usually from 57.2 µM), for the others: at the highest dose activity change, negative = inhibition, most hits filed as inhibitors | actives 0.17% (n = 140,000) | AID 1671194;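 note: potency is the fitted concentration of half-maximal effect; plate controls were DMSO cells for no effect and cell-free wells for full effect; nearly all actives have a fitted effect of over 45% in size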
An asterisk follows results filed as active; i = inactive; ? = inconclusive; / = not tested or not shown; & = joins results of further samples; [ ] = dose if it differs, or a comment. Unless noted, calls come from the whole dose curve; as a rule, active = well fitted curve in the direction sought with a large enough effect; inconclusive = small, poorly fitted or top-dose-only effect, or another doubt; inactive = no such curve, though single readings can be large; an effect the other way counts as inactive or inconclusive. Unless noted, % is set by controls: 0 for no effect and ±100 for the full control effect. These rows are one share of the data (hit frequency here may not be typical).

The line under a structure holds: IP6K1 inhibitor	Luciferase inh	GPT2 inh	HEK293 tox	3T3 cytotox	HEK293 viab	SNCA expr inh
COc1ccc(CC(=O)N2CCCC(C(=O)N3CCC(c4ccccc4)CC3)C2)cc1 (stereo unspecified)
 : -9	/	i	?	?	9%	-7%
Cc1ccc(O[C@H]2COCC[C@H]2NC(=O)c2cc(CC(C)C)nc(N)n2)cn1
 : 1	8%	-28%	3%	-1%	5%	-4%
CCN(CC)C(=O)c1sc2c(c1C)c(=O)n(-c1ccccc1)c(=O)n2Cc1c(C)cc(C)cc1C
 : 1	/	/	/	/	15%	3%
Cc1cc(C)cc(N(CC(=O)Nc2c(C)cc(C)cc2C)S(=O)(=O)c2c(C)nn(C)c2C)c1
 : -9	/	/	/	/	-7%	?
COc1ccccc1OC1(C(=O)O)CCN(C(=O)C2CC23CCC3)CC1 (stereo unspecified)
 : 14	4%	-3%	-11%	0%	9%	?
CC(C)n1cnnc1CC1CCN(C(=O)CCCc2ccccc2)C1 (stereo unspecified)
 : 13	-32%	i	-7%	?	6%	48%[activator]
COC1CN(C2CCN(C(=O)c3ccncc3)CC2)C12CCOCC2 (stereo unspecified)
 : 6	/	-26%	1%	-9%	14%	2%
Cc1cc(C)c2c(CC(=O)N(Cc3ccccc3)C3CCS(=O)(=O)C3)coc2c1 (stereo unspecified)
 : -3	/	/	/	/	-1%	-13%
COC[C@@H]1CN(S(=O)(=O)c2ccc(C)cc2)C[C@H]1c1nc(C)no1
 : -2	-2%	0%	i	1%	0%	9%
O=C(c1ccccc1Cl)N1CCCC(C(=O)N2CCCC(c3nc4ccncc4[nH]3)C2)C1 (stereo unspecified)
 : -2	/	?	4%	-13%	3%	15%
COc1cccc(CN2CCc3nc(Nc4ccc5c(c4)OCCO5)ncc3C2)c1OC
 : -7	/	/	/	/	-9%	37%[activator]
O=S(=O)(c1cccc(C(F)(F)F)c1)N1CCCC(Cn2cnc3cccnc32)C1 (stereo unspecified)
 : -6	8%	i	?	-24%	7%	-16%
COc1cc(F)ccc1-c1cnc2n[nH]c(-c3ccc4c(c3)OCO4)c2n1
 : 8	0%[172 µM]	-6%[88.5 µM]	?	25µM*	?	?
COc1cccc(C(=O)NCC(=O)OCc2cc(=O)n3c(C)csc3n2)c1
 : -14	/	/	/	/	-3%	-12%
CC1(C(=O)NCc2ccccc2)COCc2cnc(Nc3ccccc3)nc21 (stereo unspecified)
 : 0	1%[172 µM]	-12%[88.5 µM]	?	?	-16%[87.6 µM]	-22%[87.6 µM]

Entries of single compounds, looked up by structure. Screens in order: IP6K1 inhibitor, Luciferase inh, GPT2 inh, HEK293 tox, 3T3 cytotox, HEK293 viab, SNCA expr inh
CC(C)n1cnnc1CC1CCN(C(=O)CCCc2ccccc2)C1 (stereo unspecified) is listed as 13, -32%, i, -7%, ?, 6%, 48%[activator]
COc1ccccc1OC1(C(=O)O)CCN(C(=O)C2CC23CCC3)CC1 (stereo unspecified) is listed as 14, 4%, -3%, -11%, 0%, 9%, ?

Next part.
The line under a structure holds: IP6K1 inhibitor	Luciferase inh	GPT2 inh	HEK293 tox	3T3 cytotox	HEK293 viab	SNCA expr inh
Cc1ccc(C(=O)N2CCC(N3CCOCC3=O)CC2)cc1
 : -9	/	?	3%	i	8%	9%
CC(=O)N[C@@H]1C[C@H](Cn2cc(C3CC3)nn2)[C@@H](O)[C@H]1O
 : 0	-2%[230 µM]	-2%[88.5 µM]	i	-1%[174 µM]	-1%[87.6 µM]	1%[87.6 µM]
O=C(NCc1ccco1)C1CCN(C(=O)N2CCOc3ccccc32)CC1
 : 3	/	/	/	/	4%	-6%
Cn1nc(C(=O)N2CCC3(CCCN(C4CCOCC4)C3=O)C2)ccc1=O (stereo unspecified)
 : -6	-3%	i[11.5 µM]	-5%	-16%	5%	21%
COc1ccc(CCNC(=O)C(=O)Nc2ccc(C)cc2)cc1OC
 : 5	/	/	/	/	-11%	19%
CNC(=O)C1(N2CCC[C@H]2C(=O)N(C)Cc2cccnc2)CCOCC1
 : -9	-2%[172 µM]	-4%[88.5 µM]	0%[172 µM]	-1%[174 µM]	4%[87.6 µM]	25%[87.6 µM]
O=c1cc2c(nn1Cc1ccc(OC(F)(F)F)cc1)CCCCC2
 : 8	-12%	-6%	45µM*	?	1%	26%
O=C(C1CCCN1C(=O)c1ccccc1)N1CCC(N2CCCC2=O)CC1 (stereo unspecified)
 : 8	/	i	4%	i	-18%	2%
CNc1cc(C2CC(NS(=O)(=O)c3ccc(Cl)s3)C2)nc(N)n1 (stereo unspecified)
 : 13	10%	-12%[11.5 µM]	?	?	-8%	3%
COC1CCC12CCN(C(=O)C1(c3ccccc3)CC1)CC2 (stereo unspecified)
 : -8	2%	-11%	i	i	6%	-18%
CCOc1ccc(-c2c(C)nn3c(C)c(C(=O)Nc4cc(C)cc(C)c4)cnc23)cc1OCC
 : -8	/	/	/	/	0%	-2%
Cc1ccccc1[C@H]1C[C@@H](O)[C@@H](O)[C@@H]1NS(C)(=O)=O
 : -2	-1%[230 µM]	i	-2%[230 µM]	-6%[230 µM]	14%[87.6 µM]	12%[87.6 µM]
O=C(NCc1ccccn1)c1ccc2nnc(-c3cccc(C(F)(F)F)c3)n2c1
 : -2	/	i	?	?	-26%	-16%
Cn1cnc(S(=O)(=O)N2CCCC(C(=O)NCCC3=CCCCC3)CCNC(=O)CC2)c1 (stereo unspecified)
 : -4	-14%	-8%	-2%	-10%	10%	0%
CC(=O)N1CCN(C(=O)c2ccc3nnc(-c4cc[nH]c4)n3c2)CC1
 : -5	/	-5%	3%	0%	4%	-10%
CCCC(=O)Nc1cnc(-c2ccc(C)cc2)nc1
 : -3	2µM*	i	?	-8%	-7%	1%
COc1ccc(CN2CCn3c(nnc3-c3ccccc3)C2)cc1
 : 12	/	i	-11%	-26%	4%	37%[activator]
CN(C)C(=O)N(C)Cc1ccc(F)cc1
 : -12	7%[230 µM]	i	-4%[230 µM]	-21%[174 µM]	7%[87.6 µM]	5%[87.6 µM]
O=c1c2ccccc2nc2n1CCc1c-2[nH]c2ccccc12
 : 1	/	?	/	/	5%&3%&10%	214%[activator]
Cc1ccc(C)c(CN2C(=O)c3ccccc3S(=O)(=O)c3ccc(C(=O)N4CCOCC4)cc32)c1
 : -5	/	/	/	/	6%	-9%
Cc1cn2nnc(C(=O)NC(C)CCc3ccccc3)c2c(=O)[nH]1 (stereo unspecified)
 : 5	-4%	4%	?	-19%	10%	0%
Cc1ccc(CN2CCCCCCNC(=O)CC2c2ccccc2)o1 (stereo unspecified)
 : 11	1%	3%	?	?	-8%	4%
CC(Cc1cccnc1)Nc1cc(-c2ccccc2F)nc2ccnn12 (stereo unspecified)
 : -15	-3%	i	79µM*	?	-4%	-5%
COCCCNC(=O)CS(=O)Cc1nc(-c2cccc(C)c2)oc1C (stereo unspecified)
 : -8	/	/	/	/	-10%	37%[activator]
Cc1nc(CN(C)C(=O)c2coc(COc3ccc(F)cc3Cl)n2)cs1
 : -6	-11%	i	?	-25%	2%	7%
CN1CCC(CN2CCC(c3nn(C)c(=O)n3-c3ccccc3)CC2)CC1
 : 8	-2%	i	i	i	11%	-4%
Cc1cc(S(=O)(=O)N2CCCC(Cn3c(C4CC4)nc4cccnc43)C2)ccc1F (stereo unspecified)
 : -1	2%	i	-22%	-14%	3%	0%
COc1ccc(C(=O)NC2CCCN(Cc3ccc(-c4cc(C)cc(C)c4)cc3)C2)cc1 (stereo unspecified)
 : 16	/	3%	-17%	-12%	-3%[12.5 µM]	6%
N[C@H]1CN(C(=O)c2cccc(-n3cnnc3)c2)C[C@@H]1c1ccccc1
 : 11	-5%	1%	2%	-13%	-2%	3%
CNC(=O)c1cc(C2CC2)nc2onc(C3CCCN3C(=O)C3CCCC3)c12 (stereo unspecified)
 : -3	/	/	i	?	/	/
CCCc1noc(-c2cn(C3CCN(C(=O)c4ccc(OC)c(F)c4)CC3)nn2)n1
 : 2	-3%	i	-22%	-29%	7%	35%[activator]
Cc1ccc(C(=O)N2CC(c3nnc(C(C)C)o3)C3(CCOCC3)C2)cn1 (stereo unspecified)
 : 14	-3%	i	0%	i	5%	11%
O=C(Nc1cccc(Cl)c1)N1CC2CCCN2c2ccccc21 (stereo unspecified)
 : -6	/	/	/	/	-27%	-10%
O=C(CCc1c[nH]c2ccccc12)N1CCC(Oc2ncccc2C(=O)N2CCOCC2)C1 (stereo unspecified)
 : 30	-4%	2%	9%	i	-3%	-29%
C[C@@H](NC(=O)NC1(c2ccccc2)CCOCC1)c1onc(-c2cccnc2)c1C(=O)O
 : -3	-6%	-1%	i	2%	1%	29%
O=C(c1ccc(F)cc1)N1CCC2(CC1)CC(Cc1ccccc1)=NO2
 : 3	9%[172 µM]	2%[88.5 µM]	?	?	14%[87.6 µM]	-5%[87.6 µM]
Cc1cccn2c(=O)c(C(=O)NCc3ccccc3Cl)c(O)nc12
 : 15	/	/	/	/	-3%	7%
O=C(NCc1ccc2c(c1)OCO2)C1CC(c2ccccc2)CN(C(=O)NCc2ccccc2)C1 (stereo unspecified)
 : -1	2%	0%	?	?	-3%	-1%
CCc1cc(=O)n(CC(=O)Nc2ccc(C)c(Cl)c2)c(N2CCOCC2)n1
 : -2	-5%	-1%	?	-20%	1%	-6%
CC1=C[C@@H](CN2CCOCC2)[C@H](C(C)C)C[C@H]1Cc1nnc(-c2ccccc2)o1
 : 0	-12%[172 µM]	-3%[88.5 µM]	89µM*	?	-23%[87.6 µM]	-9%[87.6 µM]
Cc1cc(CN(C)C(=O)c2cn(Cc3ccccc3Cl)nn2)on1
 : 7	0%	-4%	-1%	-11%	-1%	0%
Cc1ccccc1N(C)C1CN(Cc2cccc3ccccc23)C1
 : -15	/	-7%	?	?	?	?

Structures from the list above that contain a Cl atom:
The line under a structure holds: IP6K1 inhibitor	Luciferase inh	GPT2 inh	HEK293 tox	3T3 cytotox	HEK293 viab	SNCA expr inh
O=C(c1ccccc1Cl)N1CCCC(C(=O)N2CCCC(c3nc4ccncc4[nH]3)C2)C1 (stereo unspecified)
 : -2	/	?	4%	-13%	3%	15%
CNc1cc(C2CC(NS(=O)(=O)c3ccc(Cl)s3)C2)nc(N)n1 (stereo unspecified)
 : 13	10%	-12%[11.5 µM]	?	?	-8%	3%
Cc1nc(CN(C)C(=O)c2coc(COc3ccc(F)cc3Cl)n2)cs1
 : -6	-11%	i	?	-25%	2%	7%
O=C(Nc1cccc(Cl)c1)N1CC2CCCN2c2ccccc21 (stereo unspecified)
 : -6	/	/	/	/	-27%	-10%
Cc1cccn2c(=O)c(C(=O)NCc3ccccc3Cl)c(O)nc12
 : 15	/	/	/	/	-3%	7%
CCc1cc(=O)n(CC(=O)Nc2ccc(C)c(Cl)c2)c(N2CCOCC2)n1
 : -2	-5%	-1%	?	-20%	1%	-6%
Cc1cc(CN(C)C(=O)c2cn(Cc3ccccc3Cl)nn2)on1
 : 7	0%	-4%	-1%	-11%	-1%	0%
